# HT1080-NT tox: kills 2HG-producing HT-1080-NT fibrosarcoma cells; Potency, µM (doses to about 46.1 µM), for inactives: at the top dose activity, negative = less viability, actives largely listed as cytotoxic; AID 686970; 360,000 tested, 1.6% active; HT-1080-NT fibrosarcoma viability, CellTiter-Glo ATP luminescence, 48 h;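 note: NT is the 2HG producing partner of a matched IDH1 knockdown line; potency is the fitted concentration of half-maximal effect; 0% = DMSO-treated cells and -100% = media-only wells without cells; nearly all actives have a fitted effect of over 55% in size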
#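 Toxicity toward the 2HG-producing NT line was scored as %Activity, normalised to DMSO and no-cell wells, from CellTiter-Glo luminescence after 48 hours' treatment.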
# GLP-1R agonist: activates the human GLP-1 receptor; P43220; HEK293 GLP-1R CRE-luciferase, luminescence, 4-6 h; cells express a hypersensitive GLP-1R form; Potency, µM (top dose mostly 45.6 µM), inactives show at the highest dose activation, actives largely listed as activators; 380,000 tested, 0.007% active; note: potency is the fitted concentration of half-maximal effect; % of control where 0% means no effect
# Target sequence (P43220 whole entry, looked up): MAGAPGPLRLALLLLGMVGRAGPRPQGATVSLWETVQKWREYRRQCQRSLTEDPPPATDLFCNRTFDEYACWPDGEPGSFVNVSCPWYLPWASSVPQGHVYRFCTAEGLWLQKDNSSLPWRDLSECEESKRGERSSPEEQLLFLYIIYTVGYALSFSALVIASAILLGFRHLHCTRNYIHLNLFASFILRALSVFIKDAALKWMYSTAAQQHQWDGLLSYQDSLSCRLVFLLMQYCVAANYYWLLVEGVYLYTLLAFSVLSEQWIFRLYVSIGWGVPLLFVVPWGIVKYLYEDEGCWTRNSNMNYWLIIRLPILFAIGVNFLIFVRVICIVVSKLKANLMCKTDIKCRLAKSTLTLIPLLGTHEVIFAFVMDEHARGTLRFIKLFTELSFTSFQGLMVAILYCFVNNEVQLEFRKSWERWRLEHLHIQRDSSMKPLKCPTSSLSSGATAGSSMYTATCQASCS
# IL1B secr inh: blocks inflammasome-driven IL-1 beta release. 360,000 tested, 4.7% active. activity change, % at 57.5 µM. THP-1 LPS/ATP IL-1B secretion, AlphaLISA, 16 h; stronger effect = lower value; in the data active = activity change below about -50%; inconclusive = mostly about -30% to -49%; note: % is set by controls: 0 for no effect and ±100 for the full control effect
#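 THP-1 cells pretreated 1 hr with compounds (up to 57.5 uM final), then stimulated with LPS (250 ng/mL final) plus ATP (1.25 mM final); secreted IL-1B measured by AlphaLISA after 16 hr, decreased signal indicating inhibition.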
# SW480 rereplic: inducers of DNA re-replication in SW480 colon cancer cells; SW480 DNA re-replication, Hoechst DNA content imaging, 48 h; Potency, µM (highest dose often 46.1 µM), inactives show at the top dose re-replication activation, hits mostly activators; 340,000 tested, 1.8% active; note: potency is the fitted concentration of half-maximal effect; % of control where 0% means no effect; nearly all actives have a fitted effect of over 55% in size
#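 Quantitative HTS format with DMSO vehicle controls; 48 hr drug incubation at 37 C, then 40 min Hoechst staining and scanning imager measurement at 405 nm excitation.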
# DRD3 antagonist: antagonists of human D3 dopamine receptor. 360,000 tested, 2.5% active. D3R cells, DiscoveRx beta-arrestin luminescence, antagonist mode; stronger effect = lower value. max response, negative = inhibition, %; in the data active = max response below about -50%; inconclusive = no clear call, values can overlap the other calls; note: % is set by controls: 0 for no effect and ±100 for the full control effect; mostly tested at two doses, the higher about 12 µM
# Target sequence (P35462 whole entry, looked up): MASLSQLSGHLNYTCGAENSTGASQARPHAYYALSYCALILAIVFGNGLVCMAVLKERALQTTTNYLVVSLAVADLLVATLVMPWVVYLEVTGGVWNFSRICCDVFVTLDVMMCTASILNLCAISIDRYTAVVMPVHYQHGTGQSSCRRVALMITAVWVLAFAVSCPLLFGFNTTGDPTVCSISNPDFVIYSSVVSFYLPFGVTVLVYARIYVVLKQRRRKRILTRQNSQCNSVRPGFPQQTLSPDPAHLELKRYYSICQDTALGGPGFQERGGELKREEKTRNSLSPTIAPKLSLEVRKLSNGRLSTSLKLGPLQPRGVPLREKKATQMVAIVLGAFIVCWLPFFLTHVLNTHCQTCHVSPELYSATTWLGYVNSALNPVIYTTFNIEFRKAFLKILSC
#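 Cells expressing the human receptor were seeded at 1500 cells/well, incubated overnight at 37 degrees C in 5% CO2, then exposed to library compounds with dopamine controls for 90 minutes at 37 degrees C before luminescent detection.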
# HT1080 IDH1KD tx: kills HT-1080 cells with IDH1 knockdown; HT-1080 IDH1 knockdown viability, ATP luminescence, 48 h; Potency, µM (top dose mostly 46.1 µM), without a hit: at the top dose activity, negative = toxicity, actives largely listed as cytotoxic; 360,000 tested, 2% active; AID 686971;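 note: potency is the fitted concentration of half-maximal effect; 0% = DMSO wells and -100% = cell-free medium wells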
#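 In this qHTS, HT-1080 cells depleted of IDH1 are exposed for 48 h at 37 °C to compound titrations. Toxicity is scored from CellTiter-Glo luminescence, with DMSO as full viability and medium alone as none.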
# KB-3-1 cytotox: KB-3-1 parental cell cytotoxicity; 400,000 tested, 1.4% active; Potency, µM (doses to about 46.1 µM), inactives show top-dose activity change, negative = cytotoxic, hits mostly cytotoxic; AID 1347075; KB-3-1 viability, CellTiter-Glo ATP luminescence, 72 h; note: potency is the fitted concentration of half-maximal effect; % is set by controls: 0 for no effect and ±100 for the full control effect; nearly all actives have a fitted effect of over 60% in size
#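 KB-3-1 parental drug-naive adenocarcinoma cells in DMEM/10% FBS, incubated 72 h at 37 C with pin-transferred compounds across a concentration series. Viability by CellTiter-Glo luminescence; concentration-response curves fitted after normalization.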
# KB-V1 cytotox: KB-V1 MDR subline cytotoxicity. Potency, µM (series often up to 46.1 µM), inactives show at the highest dose activity change, negative = cytotoxicity, most hits filed as cytotoxic. KB-V1 MDR cells viability, CellTiter-Glo, 72 h. AID 1347076. 400,000 tested, 3.4% active; note: potency is the fitted concentration of half-maximal effect; % is set by controls: 0 for no effect and ±100 for the full control effect; nearly all actives have a fitted effect of over 60% in size
#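 In this primary screen, KB-V1 cells overexpressing P-gp are incubated with library compounds (lowest to highest concentration) for 72 h at 37 degrees C before a luminescent ATP viability read.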
# D3 ag: D3 dopamine receptor (human) agonism | P35462 | D3R DiscoveRx beta-arrestin cells, luminescence, 90 min | max activation, % | 410,000 tested, 0.58% active; in the data active = max activation above about 30%; note: 0% is about no effect; mostly tested at two doses, the higher about 12 µM
#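 Cells at 1500/well, incubated overnight, then treated with pinned compounds (dopamine as control) for 90 min at 37 degrees C. DiscoveRx reagent added for 30 - 60 minutes at room temperature; luminescence read.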
# Active calls of the source: *; ? = inconclusive; / = not tested or not shown; & = joins results of further samples; [ ] = another dose, or the depositor's remark. Unless noted, calls come from the whole dose curve; as a rule, active = well fitted curve in the direction sought with a large enough effect; inconclusive = small, poorly fitted or top-dose-only effect, or another doubt; inactive = no such curve, though single readings can be large; an effect the other way counts as inactive or inconclusive.
# Results follow in this order: HT1080-NT tox	GLP-1R agonist	IL1B secr inh	SW480 rereplic	DRD3 antagonist	HT1080 IDH1KD tx	KB-3-1 cytotox	KB-V1 cytotox	D3 ag
1. Cc1ccc(S(=O)(=O)N2CCOCC2)cc1C(=O)NCc1cn2ccsc2n1
→ 1%	-11%	32	-4%	-26	-5%[9.24 µM]	8%	-2%	-3
2. O=C(Oc1ccccc1)c1ccc(NC(=O)c2ccco2)cc1
→ -4%	0%	11	?	-8	-13%	-1%	-11%	-2
3. Cc1nn(-c2ccccc2)cc1/C=N/O
→ 7%	-1%	1	2%	-12	6%	11%	4%	-2
4. O=C(c1cc(COc2ccc(F)cc2Cl)on1)N1CCCC(OCc2cccnc2)C1 (stereo not drawn)
→ 1%	12%	-29	-7%	0	-11%	-7%	9.2µM*	7
5. CCOC(=O)c1cc(=O)nc(N)s1
→ -10%	-3%	?	/	12	0%	-26%	-4%	1
6. COC(=O)c1ccc(COC(=O)CNC(=O)c2cccc(OC)c2)o1
→ 7%	-3%	2	-24%	2	9%	-6%	-10%	-2
7. COc1ccc(S(=O)(=O)N2CCCCC2c2cc(C(=O)Nc3ccccc3)no2)cc1 (stereo not drawn)
→ ?	1%	0	/	-9	4%	-1%	-10%	-7
8. C[C@H]1CN([C@@H](C)CO)S(=O)(=O)c2ccc(C#Cc3ccccn3)cc2O[C@H]1CN(C)Cc1ccc(F)cc1
→ 17%	15%	-24	/	-7	10%	-3%	-2%	8
9. CCc1nnc(NC(=O)CCC(=O)NCc2ccccc2OC)s1
→ 16%	13%	10	0%	15	2%	-3%	-4%	-2
10. CC(C)[C@@H](CO)NC(=O)c1ccc2c3n(nc2c1)-c1ccc(Cl)cc1CO3
→ 1%	16%	-29	1%	-24	-6%	10%	-15%	-18
11. COc1ccc(S(=O)(=O)N2CCCCCC2)cc1NS(=O)(=O)c1cc(C(=O)O)cc(C)c1C
→ -1%	-12%	28	-6%	-8	-9%	6%	-14%	-1
12. O=C(O)Cc1nc(-c2cccnc2)sc1-c1ccc(Br)cc1
→ -16%	3%	21	?	2	-10%	1%	-11%	4
13. CC(C)CN(C(=O)CCNC(=O)c1ccc([N+](=O)[O-])cc1)C1CCS(=O)(=O)C1 (stereo not drawn)
→ 0%	8%	-3	-5%	1	8%	-1%	21%	-3
14. COc1ccc2cc3cc(C(=O)Nc4ccccc4N4CCN(C)CC4)oc3nc2c1
→ 2%	7%	-96*	?	?	7%	?	12µM*	2
15. CSc1nc(S(C)(=O)=O)nc2[nH]c(=O)[nH]c12
→ 13%	18%	4	-1%	0	1%	-32%	-14%	-14
16. CCOC(=O)CNC(=O)CN1C(=O)CCSc2ccccc21
→ 9%	-10%	19	-3%	5	0%	2%	-18%	10
17. CCOc1cc(CNCCc2ccc(S(N)(=O)=O)cc2)cc(Cl)c1OCc1ccccc1
→ 14µM*	-25%	-81*	?	-19	18µM*	-4%	?	-28
18. CCOCCCn1c(=NC(C)=O)c(C(=O)OCC)cc2c(=O)n3ccccc3nc21
→ 15%&11%	-2%&1%	12&0	?	1&7	17%&2%	4%&12%	3%&-2%	-16&14
19. COC(=O)Cn1ncc2c3ccccc3n(C)c2c1=O
→ -1%	16%	-1	0%	-4	-3%	0%	5%	-8
20. CC(=O)NC1=CC(=C[N+](=O)[O-])C=C1O
→ -7%	-2%	-7	?	-8	-26%	-7%	-26%	-11
21. Cc1ccc(C)n1-c1ccc(-c2nnc3n2CCCCC3)s1
→ -24%	5%	-13	6%	-11	-10%	?	?	-2
22. CCOc1ccc(-n2c(SCC(=O)NC(C)CC)nc3n[nH]c(C)c3c2=N)cc1 (stereo not drawn)
→ ?	5%	-15	-1%	20	?	-11%	-1%	-4
23. Cc1ccc(-c2nc(CN3CCCCC3c3cccc(F)c3)c(C)o2)o1 (stereo not drawn)
→ 6%	2%	-28	-2%	-11	-1%	6%	-18%	-4
24. Cc1cc(C(=O)Nc2ccc(N3CCCCC3)cc2)no1
→ -20%	-14%	-17	-5%[9.22 µM]	15	-4%	-4%	-9%	20
25. Cc1cc(C)cc(NC(=O)N2CCC(NC(=O)c3ccccc3C)CC2)c1
→ 4%	-8%	7	-8%	-7	5%	3%	?	0
26. CC1(C(=O)Nc2ccc3c(c2)OCO3)CCN1C(=O)CC1CC1 (stereo not drawn)
→ 27%	-4%	54	/	?	30%	?	?	-4
27. CC(C)C(=O)N1CC(=O)Nc2ccc(F)cc2C1c1ccc(F)cc1 (stereo not drawn)
→ 5%	0%	7	-1%	5	8%	-3%	-2%	4
28. CCOC(=O)C1CCCN(S(=O)(=O)c2cn(C)c(=O)n(C)c2=O)C1 (stereo not drawn)
→ 0%	-2%	30	-9%	-25	2%	-3%	0%	-6
29. CCC1CCCCN1CCCNC(=O)CC1Oc2ccc(C)cc2NC1=O (stereo not drawn)
→ -7%	4%	0	-3%	14	-8%	2%	6%	-4
30. Cc1ccc(-c2csc(NC(=O)CCCc3cccs3)n2)cc1
→ 2%	-2%	2	0%	2	4%	18%	11%	2
31. O=C(Nc1nc2ccc([N+](=O)[O-])cc2s1)c1ccc(S(=O)(=O)N2CCCc3ccccc32)cc1
→ ?	0%	15	-2%	-23	?	2.1µM*	1µM*	8
32. NC(=O)c1c(NC(=O)c2ccco2)sc2c1CCC2
→ -7%	4%	-1	?	7	5%	-3%	-23%	7
33. N/C(=N\c1nc2c(c(=O)[nH]1)CCCC2)Nc1ccc(Oc2ccccc2)cc1
→ -16%	0%	1	2%	-16	11%[9.24 µM]	-25%	?	1
34. O=C1CC(C(=O)Nc2ccc(F)cc2)n2cnnc2N1 (stereo not drawn)
→ 8%	3%	-3	0%	10	9%	-9%	3%	0
35. Cc1cc(Br)ccc1NC(=O)C(C)c1ccc([N+](=O)[O-])cc1 (stereo not drawn)
→ -4%	10%	-15	-45%[inhibitor]	0	-4%	4%	-8%	-2
36. Cc1ccc(S(=O)(=O)N2CCCCC2CCNC(=O)C(=O)Nc2ccccc2F)cc1 (stereo not drawn)
→ -4%	2%	67	26%	2	-1%	7.3µM*	5.8µM*	-4
37. O=C(CCc1nc(-c2ccccc2)no1)Nc1cccc(C(=O)NC2CC2)c1
→ -1%	-2%	22	1%	3	-5%	-1%	13%	5
38. Cc1ccc(NS(=O)(=O)c2cccc(C(=O)N/N=C/c3c(C)nn(-c4ccccc4)c3N3CCCC3)c2)c(C)c1
→ 1%	-11%	-18	6%	10	6%	-4%	?	15
39. Cc1cc(C)nc(OC(=O)c2c(Cl)cc(Cl)cc2Cl)n1
→ -7%	20%	-2	1%	13	8%	6%	?	1
40. Cc1cc(C(=O)N(NC(=O)C(C)C)c2ccccc2)cs1
→ 13%	-1%	-2	-9%	?	10%	27%	22%	-13
41. O=C(NCc1ccc(-c2nc3ccccc3s2)cc1)c1ccc(Br)o1
→ 1%	-8%	17	2%	5	1%	0%	5%	3
42. C=CCC1C=C(C)CC(CC=C)N1 (stereo not drawn)
→ -1%	5%	16	-17%	34	0%	7%	-10%	4
43. Cc1ccnc(N2CCCC(C(=O)Nc3cc(F)ccc3C)C2)n1 (stereo not drawn)
→ 10%	-8%	-6	-15%	5	-2%	0%	-28%	-5
44. C=CCN1C=CC=C/C1=C1\SC(=S)N(C)C1=O
→ 19%	0%	19	-2%	8	15%	1%	11%	3
45. CCCC(C)NC1=NCCCCC1 (stereo not drawn)
→ 4%	-1%	-23	-3%	-19	2%	?	9%	1
46. COc1ccc(CNC(=O)C2CCCN(S(=O)(=O)c3cccc4nsnc34)C2)cc1 (stereo not drawn)
→ 8%	-5%&-1%	-16	-1%	8	1%	12%&9%	-4%&19%	11&3
47. O=C(CSc1n[nH]c(-c2cccnc2)n1)Nc1ccc(Cl)cc1
→ -3%	5%	-13	3%	6	-17%	?	-7%	-5
48. COc1ccc(CN2CC(C(=O)NCCCN3CCCCC3)CC2=O)cc1 (stereo not drawn)
→ 12%	-4%	29	8%	4	16%	0%	4%	0
49. CC1CCCN(S(=O)(=O)c2ccc3[nH]c4c(c3c2)CCCC4)C1 (stereo not drawn)
→ ?	12%	23	15%	-1	?	-2%	-13%	2
50. CCCCCCCC(=O)OCC(=O)[C@@]1(O)CC[C@H]2[C@@H]3CCC4=CC(=O)CC[C@]4(C)[C@H]3[C@@H](O)C[C@@]21C
→ -17%	12%	-53*	-13%&-13%	35	5%	0%	0%	-11
51. COc1ccc(OCc2nc(C#N)c(NCc3ccccc3Cl)o2)cc1
→ /	2%	/	/	/	/	-2%	11%	-13
52. COc1ccc(-c2noc(CCC(=O)N3CCN(c4cccc(Cl)c4)CC3)n2)cc1
→ -9%	-6%	4	-4%	53	-11%	0%	-3%	14
53. Cc1ccc2nc(NC(=O)C3CCN(S(=O)(=O)c4cnc[nH]4)CC3)sc2c1
→ -4%	1%	-19	0%	?	-7%	0%	-11%	-1
54. O=C(c1ccc(Br)cc1)C(CN1CCOCC1)c1ccccc1 (stereo not drawn)
→ 10µM*	-6%	-98*	?	-88*	7.3µM*	?	?	-43
55. Cc1cc(C)c2c(c1)NC(=O)C2(O)c1c[nH]c2ccccc12 (stereo not drawn)
→ /	0%	/	/	/	/	-4%	6%	0
56. CCOC(=O)c1cccc(N2CC3CNC(=O)C2(C(=O)OC)N3C)c1 (stereo not drawn)
→ 0%	15%	12	2%	14	0%	7%	?	4
57. CN1CCN(Cc2cn(C)nc2-c2ccccc2F)CC1c1ccccc1 (stereo not drawn)
→ -9%	3%	7	-1%	7	-10%	?	-23%	-12
